Compound activity (PubChem BioAssay)
Eya2 phos inh – blocks the phosphatase activity of human Eya2. AID 488837. 330,000 compounds, 0.006% hits. O00167. recombinant Eya2, OMFP fluorescence dephosphorylation (OMFP is methylfluorescein phosphate). Potency, µM (doses to about 76.9 µM), for the others: top-dose activity, negative = inhibition, usual class: inhibitors; also: potency is read from the fitted curve at half-maximal effect; % is scaled to controls: 0 for no effect and ±100 for the full control effect
Target sequence (O00167 whole entry, looked up): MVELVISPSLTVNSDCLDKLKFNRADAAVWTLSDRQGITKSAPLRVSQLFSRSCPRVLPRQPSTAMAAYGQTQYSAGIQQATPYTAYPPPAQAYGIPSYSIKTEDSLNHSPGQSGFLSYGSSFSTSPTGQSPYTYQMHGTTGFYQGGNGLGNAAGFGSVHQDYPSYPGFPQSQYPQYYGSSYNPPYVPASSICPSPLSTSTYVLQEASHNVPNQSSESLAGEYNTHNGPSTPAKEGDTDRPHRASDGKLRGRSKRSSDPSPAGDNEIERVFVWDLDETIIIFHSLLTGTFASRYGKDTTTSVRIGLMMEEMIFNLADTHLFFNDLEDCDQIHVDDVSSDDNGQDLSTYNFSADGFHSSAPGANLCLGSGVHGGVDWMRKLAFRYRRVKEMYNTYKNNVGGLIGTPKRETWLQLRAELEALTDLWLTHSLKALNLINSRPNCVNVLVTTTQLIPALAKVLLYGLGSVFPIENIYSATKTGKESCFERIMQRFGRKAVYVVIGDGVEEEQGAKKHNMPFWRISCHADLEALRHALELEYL
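Eya2 protein (added as 0.2 uM solution) was preincubated with compound for 10 min at ambient temperature in 50 mM HEPES pH 7.5, 50 mM NaCl, 5 uM MgCl2, 0.05% BSA, 1 mM DTT. OMFP (added at 50 uM) then reacted 10 min; fluorescence read at 485/525 nm.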
USP2a inh – USP2a (human) protease inhibition; 330,000 compounds, 0.01% hits; USP2 core, Ub-CHOP2 coupled fluorogenic reporter, 485/531; O75604; Potency, µM (series often up to 38.3 µM), inactives show at the top dose activity change, negative = inhibition, most hits filed as inhibitors;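 also: potency is read from the fitted curve at half-maximal effect; plate controls were DMSO wells for no effect and full inhibition by NEM control for full effect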
Target sequence (O75604 whole entry, looked up): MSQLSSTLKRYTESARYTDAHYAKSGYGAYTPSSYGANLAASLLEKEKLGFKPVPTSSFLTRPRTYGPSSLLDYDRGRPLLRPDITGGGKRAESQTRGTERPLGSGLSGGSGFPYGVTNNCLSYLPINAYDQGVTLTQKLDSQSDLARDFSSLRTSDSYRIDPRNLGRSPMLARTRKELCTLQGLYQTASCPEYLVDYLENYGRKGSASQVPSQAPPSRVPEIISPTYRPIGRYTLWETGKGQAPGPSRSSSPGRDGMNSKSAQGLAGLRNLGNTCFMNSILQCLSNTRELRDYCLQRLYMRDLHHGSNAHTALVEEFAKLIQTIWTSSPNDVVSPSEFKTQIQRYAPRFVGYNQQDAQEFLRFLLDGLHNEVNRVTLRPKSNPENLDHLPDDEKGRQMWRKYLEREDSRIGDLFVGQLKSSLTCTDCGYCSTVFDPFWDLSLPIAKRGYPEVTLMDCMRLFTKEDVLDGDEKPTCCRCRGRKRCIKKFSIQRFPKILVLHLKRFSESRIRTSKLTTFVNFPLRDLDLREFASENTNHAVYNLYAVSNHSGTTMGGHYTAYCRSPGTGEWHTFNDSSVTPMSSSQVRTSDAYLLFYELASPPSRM
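USP2 core (10nM final) preincubated 30min RT with compound in 20mM Tris-HCl pH 8.0, 2mM CaCl2, 2mM beta-mercaptoethanol, 0.05% CHAPS; 25nM Ub-CHOP2 plus 25nM reporter substrate added, fluorescence (Ex485/Em531) read after 60min.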
p53 reactivation – restores transcriptional activity of mutant p53; H1299 p53-A138V BP100-luciferase reporter, luminescence, 24 h; Potency, µM (titrated, usually from 92.2 µM), inactives show at the top dose activity change, positive = activation, hits mostly activators; 320,000 compounds, 0.063% hits; AID 504706; also: potency is read from the fitted curve at half-maximal effect; % of control where 0% means no effect; nearly all actives have a fitted effect of over 45% in size
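H1299 (p53-null), stable ts p53-A138V + BP100-Luc; 1000 cells/well, Opti-MEM/10% FBS; cpd 4 pt, 1:5; 24 h, 37 deg C, 5% CO2; detection reagent 10 min RT; luminescence.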
uPA generation – blocks generation of uPA at the cell surface; cell surface uPA generation assay, qHTS; Potency, µM (highest dose often 38.3 µM), inactives show at the top dose activity change, negative = inhibition, most hits filed as inhibitors; 330,000 compounds, 0.31% hits; AID 540303; active = well fitted inhibition curve with a large enough effect; inconclusive = small, poorly fitted or top-dose-only effect; inactive = no such curve, though single readings can be large or run the other way; tested in mouse RAW 264.7 cells; also: potency is read from the fitted curve at half-maximal effect; % is scaled to controls: 0 for no effect and ±100 for the full control effect; nearly all actives have a fitted effect of over 55% in size
BRCA1 expr up – BRCA1 expression activation. MCF7-BRCA1-FFLuc reporter, luminescence, 48 h; response scale: scaled: vehicle 0%, 10 µM genistein 100%. Potency, µM (highest dose often 46.1 µM), without a hit: top-dose activation, most hits filed as activators. 380,000 compounds, 1.1% hits. AID 624202; also: potency is read from the fitted curve at half-maximal effect; nearly all actives have a fitted effect of over 80% in size; some results filed as inactive show a strong effect at the top dose
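Cells: MCF7-BRCA1-FFLuc, 2000/well. Exposure: 48 h, 37 °C, 5% CO2. Read: luminescence, 15 min post-substrate. Controls: genistein 10 microM (maximal activation), DMSO (neutral).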
TRPV1 ag – human TRPV1 agonism. Q8NER1. TRPV1-expressing cells, Fluo-8 calcium influx, agonist mode. activation, % at 8.33 µM. 320,000 compounds, 0.19% hits; in the data active = activation above about 80%; inconclusive = between about 30% and that limit; also: 0% is about no effect
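TRPV1-expressing cells were cultured overnight at 35.5C and loaded with Fluo-8 calcium dye for 40 to 90 min at room temperature. After a 10 s baseline, compound was added and calcium influx was read kinetically for 3 min (ex 480/em 520 nm).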
a7 integrin act – integrin-mediated muscular dystrophy alleviation activation; alpha7betagal myoblasts, beta-gal FDG fluorescence, 48 h; AID 624291; 350,000 compounds, 0.064% hits; Potency, µM (highest dose often 38.3 µM), without a hit: at the top dose activation, usual class: activators;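 also: potency is read from the fitted curve at half-maximal effect; 100% = response of the positive control SU9516; nearly all actives have a fitted effect of over 60% in size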
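alpha7betagal+/- myoblasts (passage 13, 250/well) treated 48 h at 37C with compounds at 1:260 dilution of DMSO stock. Lysed, then beta-galactosidase activity read as FDG fluorescence (ex 480/em 540) after 30 min, with pre-read for autofluorescence.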
S-ASM inh – human S-ASM enzyme inhibition. AID 504937. Potency, µM (titrated, usually from 57.5 µM), for inactives: top-dose activity change, negative = inhibition, actives largely listed as inhibitors. placental ASM, HMU-PC fluorogenic substrate, 60 min. 340,000 compounds, 0.006% hits. P17405; also: potency is read from the fitted curve at half-maximal effect
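Human placenta-derived ASM preincubated with compound 10 min at room temperature, then reacted with 9 uM (final) fluorogenic HMU-PC substrate for 60 min at 37 C. Stop solution raises pH to 10; fluorescence read at Ex 386/Em 447 nm.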
TSG101-PTAP inh – blocks PTAP/TSG101 interaction to inhibit HIV-1 budding; Q99816; Potency, µM (highest dose often 115 µM), for the others: at the highest dose activity change, negative = inhibition, usual class: inhibitors; 340,000 tested, under 10 active; Fluorescence polarization, FITC-PTAP peptide / Tsg101 binding; AID 493005; active = well fitted inhibition curve with a large enough effect in the main read-out, with a control signal flat, not every such curve was filed as active; inconclusive = small, poorly fitted or top-dose-only effect, or effect the other way, or a change in a side signal; inactive = no such curve, though single readings can be large or run the other way; also: potency is read from the fitted curve at half-maximal effect; % of control where 0% means no effect
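Compounds were pin-transferred onto Tsg101 binding domain (10 uM final) in HEPES pH 7.5 buffer, then FITC-PTAP peptide was added at 50 nM final. After 20 min at RT, polarization reported peptide displacement across a qHTS concentration series.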
ELG1 genotoxic – genotoxicity induction in ELG1-luciferase HEK293T cells; HEK293T ELG1-luciferase reporter, luminescence, 16 h; Potency, µM (highest dose often 46 µM), for the others: at the top dose activity change, positive = activation, usual class: activators; 330,000 compounds, 1.3% hits; AID 504466; also: potency is read from the fitted curve at half-maximal effect; % of control where 0% means no effect; nearly all actives have a fitted effect of over 60% in size
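HEK293T cells expressing luciferase-tagged ELG1 were exposed to compound or DMSO vehicle for 16 hr at 37 °C and 5% CO2. Luciferase activity was then measured with ONE-Glo after 30 min at room temperature.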
B2AR arrestin – beta2AR (human) beta-arrestin recruitment activity. P07550. beta-arrestin recruitment to beta2AR, cell-based reporter. 330,000 compounds, 0.02% hits. Potency, µM (titrated, usually from 46.1 µM), inactives show at the highest dose activation, hits mostly activators. AID 492947;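 also: potency is read from the fitted curve at half-maximal effect; 0% = DMSO controls and full agonism = EC100 isoproterenol or metaproterenol; nearly all actives have a fitted effect of over 65% in size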
Starred values were filed as active, the others as inactive; ? = inconclusive; . = not tested or not shown; & = joins results of further samples; [ ] = another dose, or the depositor's remark. Unless noted, calls follow the shape of the dose curve; as a rule, active = well fitted curve in the direction sought with a large enough effect; inconclusive = small, poorly fitted or top-dose-only effect, or another doubt; inactive = no such curve, though single readings can be large; an effect the other way counts as inactive or inconclusive. Not all compounds are listed (hit frequency here may not be typical).

SMILES | Eya2 phos inh | USP2a inh | p53 reactivation | uPA generation | BRCA1 expr up | TRPV1 ag | a7 integrin act | S-ASM inh | TSG101-PTAP inh | ELG1 genotoxic | B2AR arrestin
Cc1nc2cc(-c3cccc(F)c3)nn2c(C)c1CCC(=O)N1CCC2(CC1)OCCO2 | -7% | 0% | -28% | 0% | -47% | 3 | -14% | -1% | -1% | 3% | -0.8%
O=C(O)c1sc2cc(Cl)ccc2c1Cl | -19% | 1% | -4% | . | . | 3 | . | . | . | -3% | 0.1%
CN1CN(c2cccc([N+](=O)[O-])c2)CN=C1N[N+](=O)[O-] | -2% | 4% | 2% | 2% | 4% | -1 | 27% | -8% | -7% | -1% | -1.7%
CN(C)C(=O)O/N=C(\N)COc1ccc(C(C)(C)C)cc1 | 1% | 1% | -11% | ? | . | ? | 21% | 1% | -10% | -14% | 0.1%
CCCC1COC(Cn2cncn2)(c2ccc(Cl)cc2Cl)O1 (stereo unspecified) | 9% | 1% | -7% | 3% | -3% | 5 | 38% | 7% | 2% | -1% | 0.1%
O=C(Nc1ccc2ccccc2c1)c1nn(C23CC4CC(CC(C4)C2)C3)cc1Br | -5% | 0% | -6% | . | -20% | -5 | ? | -3% | 0% | -3% | -0.7%
Cc1ccc(N/C=C2/Sc3ccccc3NC2=O)cc1 | -6% | 2% | ? | ? | ? | 20 | 2% | 2% | 14% | ? | 0.0%
O=c1c2ccccc2nc(Cc2ccccc2)n1-c1ccccc1O | 9% | -1% | -3% | 2% | -9% | . | -23% | 0% | -1% | 2% | 0.8%
N#Cc1cc2c(nc1SCC(=O)Nc1cc(Cl)ccc1Cl)C1CCN2CC1 | 1% | 4% | 45µM* | . | 25% | 0 | -65%[inhibitor] | 134%[activator] | -5% | ? | -0.2%
Nc1cccc(N=Cc2c(O)n(Cc3ccc(F)cc3)c(=O)[nH]c2=O)c1 | 5% | 6% | 0% | 3% | 6% | -1 | 27% | 9% | 2% | -2% | 0.0%
NC(=O)CC(NC(=O)c1ccc(Br)cc1)c1ccc(N2CCC(Cc3ccccc3)CC2)c([N+](=O)[O-])c1 (stereo unspecified) | 9% | -10% | . | ? | -42% | 0 | -17% | -8% | 1% | -4% | -0.8%
COc1ccc(-n2c(O)c(C(C)=NC3CC3)c(=O)[nH]c2=O)cc1 | -23% | 0% | -16% | 1% | 13% | 0 | 13% | 4% | -3% | 4% | -0.4%
C/C(=N/O)c1ccc2ccc3ccccc3c2c1 | . | . | . | 2% | ? | . | 28% | -12% | -1% | . | .
CC(=O)Nc1ccccc1C(=O)OCC(=O)c1ccccc1Cl | 5% | 3% | ? | 1% | . | 1 | 14% | -2% | -4% | ? | -0.4%
Cc1ccc(-n2c(O)c(C=NCCN3CCNCC3)c(=O)[nH]c2=S)cc1 | 3% | 3% | 4% | 1% | -14% | -1 | 11% | 6% | -4% | -1% | 0.4%
O=C1NC(=O)[C@]2(Cc3ccccc3N3CCN(c4ccccc4)CC32)C(=O)N1c1ccccc1 (stereo partly specified) | -3% | 0% | 4% | -4% | -45% | -2 | 16% | -2% | -10% | 6% | 0.1%
CCN(CC)C(=O)c1ccc(NC(=O)c2c(C)noc2C)cc1 | 14% | 2% | 21% | 3% | 6% | 1 | 18% | 2% | 2% | 5% | 7.7%
CCc1ccc(N2C(=O)NC(=O)/C(=C/c3ccsc3)C2=O)cc1 | 2% | 3% | 2% | . | . | -4 | . | . | . | 10% | 0.1%
CCN1C(=O)N(CC)C(=O)C2(Cc3ccccc3N3CCN(c4ccccc4)CC32)C1=O (stereo unspecified) | 7% | 1% | 10% | 9% | 3% | 5 | -10% | -2% | -2% | ? | 0.1%
COc1ccc(OC)c(-n2c(O)c(C=Nc3c(C)n(C)n(-c4ccccc4)c3=O)c(=O)[nH]c2=S)c1 | 0% | -4% | 0% | 0% | -11% | -4 | 2% | 4% | -2% | 1% | -0.7%
CCN(CC)C(=O)Oc1ccc2cc(Br)ccc2c1 | 0% | 2% | 21% | -1% | ? | 0 | 7% | 1% | -2% | ? | -0.8%
COC(=O)c1ccccc1OP(=O)(c1cccc([N+](=O)[O-])c1)c1cccc([N+](=O)[O-])c1 | -2% | -1% | -1% | 5% | -2% | 3 | 16% | 4% | -2% | -1% | -0.2%
COC(=O)C1=C(c2ccccc2OCc2ccccc2)C[C@@H]2CC[C@H]1N2C(=O)NCCCOC(C)C | 2% | 3% | -3% | 0% | 0% | 23 | -6% | 2% | 1% | 0% | 0.2%
C[C@]12CC[C@H](O)CC1=CCC1C2CC[C@@]2(C)C1CC[C@@H]2OCc1ccccc1 (stereo partly specified) | -26% | -1% | -2% | 1% | -11% | . | 27% | -2% | 1% | -3% | -1.2%
CS(=O)(=O)N1CCCC(C(=O)N2CCC3(CC2)OCCO3)C1 (stereo unspecified) | -5% | 1% | 1% | 6% | -3% | -1 | 16% | 4% | -8% | 0% | -0.1%
Cc1cc(=O)oc2c3c(cc(OCC(=O)N4CCC[C@H]4C(=O)O)c12)OC(C)(C)CC3 | -21% | -1% | . | 7% | 9% | 1 | 4% | 107%[activator] | -3% | 4% | 1.1%
ClC(Cl)=C(c1ccc(Cl)cc1)c1ccc(Cl)cc1 | 4% | 2% | 2% | 14% | 4% | 5 | . | -21% | 0% | -1% | -1.4%
CCC(=NCc1ccco1)c1c(O)n(-c2ccc(Cl)cc2)c(=O)[nH]c1=O | -10% | 13% | 4% | -5% | -1% | -3 | 9% | 0% | -5% | -2% | 7.2%
C=CCn1c(O)c(C(C)=NC2CC2)c(=O)[nH]c1=O | 17% | 0% | -19% | -1% | 14% | -2 | 17% | 3% | 0% | -1% | 0.1%
COc1cc(OC)cc(C(=O)NC(=S)N2C[C@H]3C[C@H](C2)c2cccc(=O)n2C3)c1 | 9% | 1% | . | 6% | 7% | -1 | -5% | -2% | -5% | 4% | -0.8%
CN1CCC2(CC1)C(C#N)=C(N)NC(S)=C2C#N | -1%&-2% | 22%&15% | 2%&-5% | 29%&12% | 5%&5% | -3&0 | -9%&18% | 18%&20% | ? | 0%&-1% | -0.2%&-0.1%
CCCCN1C(=N)C(CC)(CC)C(=O)NC1=O | -2% | 4% | 0% | -7% | -1% | -4 | 18% | 2% | 0% | 0% | -0.4%
CCCn1cc(CN2CCCC(C(=O)c3cccc(OC)c3)C2)c(C)n1 (stereo unspecified) | 2% | 2% | -2% | 9% | -13% | 6 | 4% | 1% | -1% | -7% | -1.1%
Cc1cc(S(=O)(=O)NCc2ccccc2)ccc1OCC(=O)N1CCN(C)CC1 | -5% | 2% | -9% | -10% | 9% | -2 | 9% | 2% | 1% | -5% | 0.2%
C/C(=N\NC(=O)c1ccncc1)c1c(O)[nH]c(=O)[nH]c1=O | . | . | . | -3% | 4% | . | 7% | 0% | -3% | . | .
Cc1cccc(OCCCn2c(=O)oc3ccccc32)c1 | -1% | -1% | 19% | 1% | 147% | ? | 21% | -1% | -5% | ? | -0.2%
NC(=O)c1cn(C2OC(CO)C(O)C2O)c2ncnc(N)c12 (stereo unspecified) | 2% | 3% | 23% | -12%&-72% | . | -1 | ? | -1%&0% | -3%&0% | -18% | -0.4%
COC(=O)C1=C(c2cccc(OC)c2OC)C[C@@H]2CC[C@H]1N2C(=O)N1CCCC1 | . | . | . | 12% | 0% | . | 9% | 4% | 1% | . | .
CCOC(=O)c1ccc(-[n+]2c(-c3ccccc3)cc(-c3ccccc3)cc2-c2ccccc2)cc1 | -17% | -1% | -6% | ? | . | -3 | -47%[inhibitor] | 0% | -3% | -5% | -0.6%
Cc1ccc(NC(=O)c2snnc2C)cc1Cl | -5% | 5% | 2% | -2% | . | 16 | -15% | -3% | -4% | 18% | -1.1%
COC(=O)c1cncn1C(C)c1ccccc1 (stereo unspecified) | 2% | 0% | 12% | . | 3% | . | ? | 6% | -5% | 0% | -0.2%
CCC(=O)Nc1cc(C(=O)N2CCC3(CC2)OCCO3)ccc1S(=O)(=O)c1ccc(C)cc1 | -7% | 0% | 0% | -4% | 10% | 10 | 15% | 0% | 1% | 4% | -0.3%
CCC1C(c2cc(OC)c(OC)c(OC)c2)c2cc3c(cc2OC1N1CCCC1)OCO3 (stereo unspecified) | . | . | . | -17% | -88% | . | -7% | 0% | 0% | . | .
CCN1C(=O)C(=Cc2ccc(N3CCOCC3)o2)C(=O)N(CC)C1=S | 5% | 2% | 1% | -5% | -4% | 19 | -44% | -1% | 17% | 5% | -0.5%
Fc1ccccc1CNCCc1ccc2c(c1)OCO2 | 3% | 1% | -9% | -4% | 77% | -4 | 15% | 2% | -3% | -2% | -0.1%
